Source: PubChem
TTR transcr act: increases transthyretin transcription | SH-SY5Y TTR promoter Gaussia luciferase, luminescence; 100% = recombinant luciferase protein wells | activation, % at 16.7 µM | 92,000 compounds, 1.3% hits;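 active = activation above the mean of all tested compounds plus 3 SD, cut at about 9.5% in these data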;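 note: cells exposed to compounds for one day before reading; 0% = median of all test compound wells on the plate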
The depositor's hits bear a star. These rows are one share of the data; count on the stated rates, not on these rows.

TTR transcr act,SMILES
1.4,COc1ccccc1CNC(=O)C1CCCN(S(=O)(=O)c2ccc3c(c2)C(C)(C)C(=O)N3C)C1 (stereo not drawn)
-1.2,COC(=O)c1sccc1-n1cc2c(c1-c1ccccc1)c(=O)n(C)c(=O)n2C
-0.2,COc1ccc(C(=O)N2CCCC(C(=O)c3ccccc3OC)C2)cc1OC (stereo not drawn)
1.0,Cc1ccc(N=Cc2ccccc2O)cc1Cl
-1.3,O=C1C2CCCCC2C(=O)N1c1ccc(NC2CCN(Cc3ccccc3)CC2)c([N+](=O)[O-])c1 (stereo not drawn)
-0.3,COc1ccc(CN(C)C[C@@H]2OCCCC[C@@H](C)Oc3ccc(N(C)C)cc3C(=O)N([C@H](C)CO)C[C@@H]2C)cc1
2.0,Cc1cc(-c2nn(-c3ccccc3F)cc2CN2CCCC(C(N)=O)C2)c(C)s1 (stereo not drawn)
2.1,COc1ccc(CC(=O)NCC(=O)N/N=C/c2ccc(C)o2)cc1
-0.3,NC(=O)c1c(NC(=O)CSc2nnc(-c3ccccc3)n2CC2CCCO2)sc2c1CCC2 (stereo not drawn)
1.5,Nc1nc2c(s1)C(=O)CCC2
-1.6,CCCN(CC(=O)Nc1ccccc1OC)C(=O)CSC(=S)N1CCCC1
-1.5,O=C(/C=C/c1ccc2ccccc2n1)N1CCN(S(=O)(=O)c2ccccc2F)CC1
1.6,O=C(O)c1c(N2CCCCC2)ccc([N+](=O)[O-])c1N1CCCCC1
1.7,NC(=O)CSc1oc(-c2ccco2)nc1S(=O)(=O)c1ccccc1
-2.0,O=C(Nc1ccccn1)c1ccc(Cl)c([N+](=O)[O-])c1
0.3,COCCn1c(SCC(=O)N2CCOCC2)nnc1-c1ccncc1
-1.9,Brc1ccc2c(c1)CNc1c(ncnc1N1CCOCC1)O2
1.5,CC(SC(C)C(=O)NN=Cc1cccc(Cl)c1)C(=O)NN=Cc1cccc(Cl)c1 (stereo not drawn)
-0.8,Cc1cc(C)c(NC(=O)COC(=O)C2CCC(=O)N2)c(C)c1 (stereo not drawn)
3.1,N#Cc1ccc(NC(=O)COC(=O)CCNS(=O)(=O)c2ccccc2)cc1
2.3,CC(=O)c1ccc(NC(=O)C(C)N(C)CC(=O)Nc2ccccc2Cl)cc1 (stereo not drawn)
-1.7,C/C(CC(=O)Nc1ccc(OCc2ccccc2)cc1)=N\NC(=O)C(=O)Nc1ccccc1C
-1.0,COc1ccccc1/C=C/C=N/NC(=O)c1cnccn1
4.0,CC(=O)Nc1cccc(-n2nnc(SCC(N)=O)n2)c1
1.8,O=C(O)C1Cc2ccccc2CN1C(=O)COc1ccc(Cl)cc1 (stereo not drawn)
-2.1,Cc1ccc(N(C(=O)Cn2nnc3ccccc32)C(C(=O)NCc2ccco2)c2ccc(C)o2)cc1 (stereo not drawn)
-1.4,CCCc1nnc(SCC(=O)Nc2ccc(OC)cc2)n1N
3.5,COCOc1cccc(CN2CCC2(C)C(=O)NCCNC(C)=O)c1 (stereo not drawn)
2.0,CCCCc1c(C)[nH]c2nc3ccccc3n2c1=O
-1.3,O=C(c1ccc(Cl)c(S(=O)(=O)N2CCOCC2)c1)N1CCCC1
-1.6,O=C(CNS(=O)(=O)c1cccc(Br)c1)NCCCc1ccccc1
-1.4,N#Cc1c(NC(=O)CCCN2C(=O)c3ccccc3C2=O)oc(-c2ccccc2)c1-c1ccccc1
1.3,O=C(Cc1ccccc1)Nc1nc2ccccc2[nH]1
0.2,COc1cc2[nH]c(=S)nc(NCCc3ccc(S(N)(=O)=O)cc3)c2cc1OC
5.3,Cc1ccc(S(=O)(=O)NC(CC(N)=O)C(=O)O)cc1 (stereo not drawn)
-1.2,COCCCN=CC1=C(O)CC(C)(C)CC1=O
-3.8,CS(=O)(=O)Nc1ccc(N2CCN(c3ccc(C(F)(F)F)cn3)CC2)nc1
1.7,Cc1nn(-c2ccc(Cl)cc2Cl)c(C)c1C(=O)O
8.6,CC(C)(C)OC(=O)N[C@@H](Cc1ccccc1)C(=O)N[C@@H](CO)[C@H](O)[C@@H]1C[C@@H]1C(=O)N1CCCC1
-1.6,CCC(=O)Nc1sc(C(=O)Nc2ccccc2F)c(C)c1C(=O)OC
-0.9,O=C(NCCCc1ccccc1)OC1CC2CC1[C@H]1CCCCN1[C@H]2Cc1ccccc1 (stereo partly drawn)
0.7,O=C(CCC(=O)c1cccs1)NCc1cccc(Cl)c1
2.4,CCc1nc2c(OCCn3cccc3)cccn2c1N(C=O)Cc1ccccc1
1.8,CC1(c2nnnn2-c2ccc3c(c2)OCCO3)CCC(=O)N1CC1CCCCC1 (stereo not drawn)
2.7,Cc1nn(-c2ccc(F)cc2F)c(=O)c2noc(C)c12
-1.6,O=C1CCCN1CCCNC(=S)Nc1ccc(F)c(Cl)c1
-0.5,C=CCNC(=O)C12CCC(C)(C(=O)[C@H]1Br)C2(C)C (stereo partly drawn)
0.6,O=C(CCS(=O)(=O)c1ccccc1)Nc1ccc2c(c1)C(=O)NC2=O
-0.7,C/C(=C\c1ccccc1)C(=O)Nc1nccs1
-0.8,CC(C)Cn1c(N)c(C(=O)COC(=O)C2CCCN2C(=O)c2cccs2)c(=O)n(C)c1=O (stereo not drawn)
1.3,N/C(=N\OC(=O)c1cccc(F)c1)c1cccc([N+](=O)[O-])c1
0.0,COc1ccc(NC(=O)C2CC3C=CC2C3)c([N+](=O)[O-])c1 (stereo not drawn)
1.4,Cc1ccc(OCc2ccc(C(=O)Nc3ccc(C(N)=O)cc3)o2)c([N+](=O)[O-])c1
0.3,CC(C)N(C(=O)[C@H]1C[C@H](CC(=O)NCCCN(C)C)C(=O)N2CCc3c([nH]c4cc(-c5ccco5)ccc34)[C@]12C)C(C)C
1.9,COC(=O)[C@@H]1C[C@H]2CC[C@H](O)C[C@H]2N1Cc1ccc(C(F)(F)F)cc1
2.5,O=C(Cc1ccccc1)Nc1ccc(-c2nnc(-c3ccco3)o2)cc1
0.5,CCCCNc1oc(-c2cccs2)nc1S(=O)(=O)c1ccccc1
9.5,N/C(=N\OC(=O)Cc1ccc(-c2ccccc2)cc1)c1ccccn1
-0.7,C=CCn1c(SCC(=O)c2[nH]c(C)c(C(=O)OCC)c2C)nc2scc(-c3ccccc3)c2c1=O
0.1,Oc1c(Br)cc(Br)cc1/C=N/Nc1ccc(Cl)nn1

(further entries)
TTR transcr act,SMILES
-1.2,O=C1CN(C(=O)COc2c(Cl)cccc2Cl)c2ccccc2N1
1.2,COc1cccc(CNC2CCC23CCC(C)CC3)c1 (stereo not drawn)
-1.3,CN1CCC(NC(=O)Nc2ccc(Br)cc2)CC1
0.8,CCN(CC)c1nc2n(c(=O)n1)CCO2
0.2,c1ccc2cc(Cn3ccc4ccc(-c5ccc6cc[nH]c6c5)cc43)ccc2c1
1.4,O=C(O)CC1(CC(=O)NCc2ccncc2)CCCCC1
2.1,NC(=O)COc1ncnc2scc(-c3ccc(F)cc3)c12
6.8,CC(C)(C)n1ncc2c(=O)n(CC(=O)N3CCCCC3)cnc21
1.6,CCCSc1nnc(NC(=O)c2ccco2)s1
0.2,Cc1cccc(C(=O)Oc2cc(C)[nH]c(=O)c2[N+](=O)[O-])c1
2.6,O=C(Nc1ccon1)c1cc(-c2ccccc2)nc2ccccc12
0.6,COc1ccccc1OCCNC(=O)c1ccccc1OCc1c(C)noc1C
-0.9,Nc1ccn(CCCNCC(c2ccccc2)c2ccccc2)c(=O)n1
-2.5,O=C(Oc1ccc(N(C(=O)c2ccncc2)S(=O)(=O)c2ccc(Cl)cc2)cc1)c1ccncc1
-1.9,Cc1ccc(C(=O)c2cnc3cc4c(cc3c2S(=O)(=O)c2ccccc2)OCCO4)cc1
0.0,COc1ccc(S(=O)(=O)NC(C)C(=O)Nc2ccccc2F)cc1 (stereo not drawn)
-2.5,O=C(CCn1cnnn1)Nc1ccc(F)cc1
-0.1,COc1ccc(Cn2ccc3ccc(-c4ccc5ccn(Cc6ccc(F)cc6)c5c4)cc32)cc1
-0.1,COc1cccc(C(=O)n2ccc3ccc(-c4ccc5ccn(C(=O)c6cccc(OC)c6)c5c4)cc32)c1
2.3,CN(C(=O)NC1CCCCC1)c1ccccc1
1.9,Cn1nc([N+](=O)[O-])nc1Oc1ccccc1F
-2.5,C=CCN(C(=O)c1ccc2snnc2c1)c1ccccc1
5.0,CCOC(=O)c1c(-c2cccs2)csc1NC(=O)CN(CC)CC
2.3,O=C(Nc1ccc(C(=O)N2CCOCC2)cc1)C1CCCC1
-6.0,CC(NC1=CC(=O)c2cccnc2C1=O)C(O)c1ccccc1 (stereo not drawn)
2.0,Cn1nc(N)c2ncc(C(Cl)(Cl)Cl)nc21
10*,CN1C(=O)[C@H]2[C@@H](c3ccccc3)N[C@]3(CCCN(Cc4ccco4)C3=O)[C@H]2C1=O
0.6,Cc1ccc(-c2nn(C)c(=O)c3ccccc23)cc1S(=O)(=O)N1CCCC1
-2.6,CCOC(=O)[C@@H]1[C@H]2COc3ccc(Br)cc3[C@H]2N2C(=O)N(c3cccc(F)c3)C(=O)[C@]12C
-1.9,O=C(c1ccc(COc2ccccc2Cl)o1)N1CCN(Cc2ccc3c(c2)OCO3)CC1
-0.9,Cc1nn(-c2ccccc2)c(Cl)c1C(=O)NCCN(C)C
0.7,COc1ccc(NCc2nnc(SCC#N)n2-c2ccccc2OC)cc1
0.2,O=C(COC(=O)CNC(=O)C1CCCCC1)Nc1ccccc1OC(F)F
2.6,COc1ccc(C(=O)C2CCCN(C(=O)c3cccc(N4CCCC4=O)c3)C2)cc1OC (stereo not drawn)
1.9,Nc1[nH]c(C(=O)c2ccccc2)c(-c2ccc(Br)cc2)c1C(=O)NC1CCCCC1
-0.6,FC(F)(F)c1ccccc1Cc1c(-c2ccccc2)nc2c3ccccc3ccn12
-1.0,O=C1C[C@H](c2ccc(O)cc2)Oc2cc(O[C@@H]3O[C@H](CO)[C@@H](O)[C@H](O)[C@H]3O)cc(O[C@@H]3O[C@H](CO)[C@@H](O)[C@H](O)[C@H]3O)c21
-1.2,CC(=O)c1c(C)[nH]c(C(=O)Nc2cccc(C)n2)c1C
-0.2,CSc1cccc(NC(=S)N2CCC(N(C)C3CCCCC3)CC2)c1
-1.7,COc1ccccc1C1C(C(=O)c2sc(C)nc2C)=C(O)C(=O)N1CCN1CCOCC1 (stereo not drawn)
2.5,CCCCOc1ccc(Cl)cc1CSc1n[nH]c(C)n1
0.4,COc1ccc(NC(=O)CN2CCN(S(=O)(=O)c3ccc(C(C)C)cc3)CC2)cc1OC
-0.7,CCC(C)(C)C1CCC(=NNS(=O)(=O)c2ccc(C)c([N+](=O)[O-])c2)CC1 (stereo not drawn)
-1.4,O=C(/C=C/c1ccc(Cl)cc1Cl)NC(=S)Nc1ccccn1
2.7,Cc1nc(SCC(=O)NCCc2ccc(Cl)cc2)nc(C)c1C
1.2,Cc1ccc(S(=O)(=O)N(C)C)cc1NC(=O)c1cccs1
1.9,O=C(O)c1cccc2c1C(=O)c1ccc(-c3ccc(OC(F)(F)F)cc3)cc1S2(=O)=O
-1.6,OCCCNc1ncnc2c1[nH]c1ccccc12
-1.4,CCCc1nc2ccc(Cl)cn2c1Cc1ccsc1
1.3,COc1ccccc1-n1cnc2c(c1=O)c1nc3ccccc3nc1n2CCc1ccccc1
6.3,COc1cccc(C(NC(C)=O)c2nc(-c3cccc(C(=O)O)c3)cs2)c1 (stereo not drawn)
0.0,O=C(Nc1ccccc1C(=O)Nc1ccc(Br)cn1)c1cccc([N+](=O)[O-])c1
0.9,CN(C)c1c(F)cc(-c2nn[nH]n2)cc1F
7.7,O=c1cccc2n1Cc1cc3ccccc3nc1-2
2.1,COc1ccc(NCC(=O)N/N=C/c2c(C)nn(Cc3ccccc3)c2Cl)cc1
0.3,CC(C)S(=O)(=O)NC(=O)C1(C)CCN1C(=O)Cc1ccccc1 (stereo not drawn)
2.4,CCOC(=O)[C@]12CCCC=C1N(CCCOC)C(=O)[C@@H]2CC(=O)N1CCN(C(=O)C2CC2)CC1
-2.0,O=C(c1ccc(-c2cc(Cl)ccc2Cl)o1)N1CCOCC1
0.4,O=C1CC(N2C(=O)/C(=C/C=C/c3ccccc3)SC2=S)C(=O)N1c1ccccc1 (stereo not drawn)
4.4,COc1ccc(CN2CCN(Cc3cccn3-c3ncccn3)CC2CCO)c(C)c1C (stereo not drawn)
0.8,O=C(COC(=O)/C=C/c1cccc(F)c1)Nc1ccc2[nH]c(=O)[nH]c2c1
1.4,O=C(NC(Cc1c[nH]c2ccccc12)C(=O)NCc1ccc(F)cc1)OCc1ccccc1 (stereo not drawn)
-1.2,CC1CC(C)CN(C(=O)Nc2ccc(Br)cc2)C1 (stereo not drawn)
